From PubChem
PKA-R1A act: activators of PKA-R1A complex | P00514+P68181 | PKA-R1A dissociation, Cy5-IP20 fluorescence polarization; scaled: DMSO 0%, 113 µM cGMP 100% | activation, % at 11.4 µM | 340,000 compounds, 0.083% hits | AID 504707;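 active = percent activation above the mean of all tested compounds plus 3 SD, cut at about 19% in these data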;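 note: higher means more PKAc released from R1A so a rise in polarization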
OPRM1-OPRD1 ag: OPRM1-OPRD1 heterodimerization agonism | P35372+P41143 | cells, luminescence | activation, % at 9.3 µM | 340,000 compounds, 0.3% hits | AID 504326; in the data active = activation above about 18%;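 note: 0% = vehicle-treated cells and 100% = reference agonist; values of inactives mirror those of a sister screen read the other way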
Target sequence (P35372 whole entry, looked up): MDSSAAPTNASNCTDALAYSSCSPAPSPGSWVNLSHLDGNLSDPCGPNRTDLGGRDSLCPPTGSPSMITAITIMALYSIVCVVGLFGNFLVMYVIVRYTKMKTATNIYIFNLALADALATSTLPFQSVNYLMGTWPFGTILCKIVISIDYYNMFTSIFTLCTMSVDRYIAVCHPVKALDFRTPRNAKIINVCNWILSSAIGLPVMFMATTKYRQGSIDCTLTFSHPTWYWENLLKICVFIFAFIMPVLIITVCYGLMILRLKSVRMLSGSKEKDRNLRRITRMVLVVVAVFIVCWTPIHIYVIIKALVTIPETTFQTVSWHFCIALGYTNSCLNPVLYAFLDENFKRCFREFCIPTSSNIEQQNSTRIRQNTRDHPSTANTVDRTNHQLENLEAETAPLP
Target sequence (P41143 whole entry, looked up): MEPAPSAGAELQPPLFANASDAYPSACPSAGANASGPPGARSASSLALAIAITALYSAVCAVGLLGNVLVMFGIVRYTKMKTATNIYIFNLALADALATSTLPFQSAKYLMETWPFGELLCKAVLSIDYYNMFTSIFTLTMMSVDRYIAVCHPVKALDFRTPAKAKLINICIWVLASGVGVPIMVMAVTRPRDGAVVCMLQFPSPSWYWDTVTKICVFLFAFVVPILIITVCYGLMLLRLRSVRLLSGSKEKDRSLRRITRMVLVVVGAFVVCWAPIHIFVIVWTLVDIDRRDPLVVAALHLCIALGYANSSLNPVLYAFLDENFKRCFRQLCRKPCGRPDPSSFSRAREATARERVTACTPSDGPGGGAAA
PfHsp90 set2: reduces growth (ATP signal) of yeast expressing P. falciparum Hsp90; inhibition, % at 9.4 µM; S. cerevisiae expressing PfHsp90, BacTiter-Glo ATP, 48 h; yeast lacking PDR1 and PDR3 efflux regulators; 310,000 compounds, 0.32% hits;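 active = every replicate shows inhibition above about 80%, whatever the replicate mean, limit read from the data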;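 note: 0% = DMSO neutral controls and 100% = 20 µM radicicol positive controls; yeast relying on Plasmodium falciparum Hsp90 in place of its own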
DSG3 Ab inh: blocks pemphigus antibody binding to human desmoglein-3; P32926; DSG3-coupled beads, scFv-anti-DSG3-GFP binding, flow cytometry; hits give low values; binding (percent of control), % at 10 µM; 310,000 compounds, 0.48% hits; AID 588358;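 active = binding more than 3 SD below its plate's average and above zero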;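 note: hits lower antibody fragment binding to DSG3; some compounds called inactive have numbers as strong as hits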
SUMO Mot1 rescue: blocks SUMOylation pathway, rescuing yeast Mot1-301 growth | S. cerevisiae Mot1-301 growth rescue, ATP luminescence, 38.5C; percent above DMSO median, 100 means doubled | growth rescue, % at 18.8 µM | 320,000 compounds, 1% hits | AID 2716;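 active = every valid replicate shows activation above 250% relative to neutral control wells; inactive = the rest, any valid replicate at or below 250%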;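 note: OY570 slx delta 5 strain wells were the positive control but not used for scaling; some compounds called inactive have numbers as strong as hits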
AddAB inh: less growth of phage-infected E. coli with AddAB. E. coli expressing H. pylori AddAB, absorbance growth. inhibition, % at 11.9 µM. 330,000 compounds, 0.29% hits. AID 435030; in the data active = inhibition above about 12%;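 note: 0% = vehicle wells of infected cells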
Ecoli viability: counter-screen for AddAB inhibitors: E. coli growth inhibition | E. coli V3065 growth, OD600 absorbance, 18 h | inhibition, % at 11.9 µM | 330,000 compounds, 0.27% hits;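 active = inhibition above the campaign's mean inhibition across all tested compounds plus 3 SD, cut at about 9.9% in these data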;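 note: uninfected addAB+ strain grown without phage in ampicillin broth; 0% = DMSO wells and 100% = ciprofloxacin 0.95 µg/ml wells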
phage Ecoli inh: E. coli growth loss with phage present; growth absorbance; AID 651602; 360,000 compounds, 0.26% hits; inhibition, % at 11.9 µM; in the data active = inhibition above about 11%
MOR-DOR inv ag: mu-delta opioid heterodimer inverse agonism; inhibition, % at 9.3 µM; cell-based MOR-DOR heterodimer luminescence; 340,000 compounds, 0.21% hits; P35372+P41143; in the data active = inhibition above about 22%, passing the limit was not always enough;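 note: 0% = cells with DMSO and 100% = wells without cells with DMSO; values of inactives mirror those of a sister screen read the other way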
Tat transport: blocks Tat-dependent protein export in E. coli; E. coli MC4100 TorA-mCherry Tat export, fluorescence; 340,000 compounds, 0.036% hits; inhibition, % at 10 µM; AID 488895;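 active = mean replicate inhibition at least 50% and at least half of replicates individually reaching 50%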;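 note: exported cargo escapes ClpAP degradation while cytoplasmic cargo is degraded and loses fluorescence; 0% = median of neutral control wells and 100% = median of NaSCN control wells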
Arrestin-AP2 inh: blocks beta-arrestin peptide binding to AP2 adaptin; 340,000 compounds, 0.31% hits; inhibition, % at 10 µM; FITC-arrestin peptide / GST-AP2 beads, flow cytometry; AP2 beta2 appendage carries R879A mutation;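 active = inhibition above a set limit, near 3 SD of compounds lacking own fluorescence, cut at about 54% in these data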;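 note: plate controls were DMSO wells for no effect and 5 µM unlabelled arrestin peptide for full effect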
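system = GST-tagged AP2 beta2-adaptin appendage (R879A) on 4 µm glutathione beads | reagent = FITC-labelled arrestin peptide probe, 50 nM final | schedule = compound with beads 12 min RT, then probe 1 h RT | signal = HyperCyt-sampled flow cytometry, FL1 channel, ex 488/em 535 nm | read-out = percent response from loss of bead-bound FITC fluorescence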
Starred values were filed as active, the others as inactive. Rows are unselected (roughly 2.8% active in at least one column).

Start of the listing, in advance (2 entries):
CCCNc1nc(Nc2ccc(C)c(Cl)c2)c2cnn(C)c2n1 was read as PKA-R1A act 2, OPRM1-OPRD1 ag 3.7, PfHsp90 set2 -38, DSG3 Ab inh 101, SUMO Mot1 rescue 38, AddAB inh -2.9, Ecoli viability -1.2, phage Ecoli inh -2.1, MOR-DOR inv ag -18, Tat transport 5 and Arrestin-AP2 inh 39.
`O=C(COc1ccc2c(-c3ccccc3)cc(=O)oc2c1)NCC1CCC(C(=O)O)CC1` (centres undefined) gave PKA-R1A act 1, OPRM1-OPRD1 ag -1.9, PfHsp90 set2 -1, DSG3 Ab inh 102, SUMO Mot1 rescue 210, AddAB inh 3.5, Ecoli viability 1.7, phage Ecoli inh 2.8, MOR-DOR inv ag 10, Tat transport 9 and Arrestin-AP2 inh 0.

This part in full, repeating the preview:
CCCNc1nc(Nc2ccc(C)c(Cl)c2)c2cnn(C)c2n1 was read as PKA-R1A act 2, OPRM1-OPRD1 ag 3.7, PfHsp90 set2 -38, DSG3 Ab inh 101, SUMO Mot1 rescue 38, AddAB inh -2.9, Ecoli viability -1.2, phage Ecoli inh -2.1, MOR-DOR inv ag -18, Tat transport 5 and Arrestin-AP2 inh 39.
`O=C(COc1ccc2c(-c3ccccc3)cc(=O)oc2c1)NCC1CCC(C(=O)O)CC1` (centres undefined) gave PKA-R1A act 1, OPRM1-OPRD1 ag -1.9, PfHsp90 set2 -1, DSG3 Ab inh 102, SUMO Mot1 rescue 210, AddAB inh 3.5, Ecoli viability 1.7, phage Ecoli inh 2.8, MOR-DOR inv ag 10, Tat transport 9 and Arrestin-AP2 inh 0.
Screening CC(=O)c1cc(NC(=O)c2ccc(C)cc2)c(=O)oc1C returned PKA-R1A act -1, OPRM1-OPRD1 ag -0.6, PfHsp90 set2 9, DSG3 Ab inh 99, SUMO Mot1 rescue -8, AddAB inh 3.1, Ecoli viability -3.7, phage Ecoli inh 2.2, MOR-DOR inv ag 3, Tat transport -5 and Arrestin-AP2 inh 36.
Nc1nc(-c2ccc(C(=O)O)cc2)cs1 was read as PKA-R1A act -7, OPRM1-OPRD1 ag -2.1, PfHsp90 set2 -24, DSG3 Ab inh 102, SUMO Mot1 rescue 44, AddAB inh 3.6, Ecoli viability 3.5, phage Ecoli inh 4.1, MOR-DOR inv ag 12, Tat transport 17 and Arrestin-AP2 inh -7.
`CC(=O)N/C(=C\c1ccccc1)C(=O)OCC(=O)N1CCCCCC1` gave PKA-R1A act 8, OPRM1-OPRD1 ag -2.2, PfHsp90 set2 32, DSG3 Ab inh 103, SUMO Mot1 rescue -5, AddAB inh -1.6, Ecoli viability -1.8, phage Ecoli inh 3.8, MOR-DOR inv ag 12, Tat transport -5 and Arrestin-AP2 inh 13.
`Cn1cncc1COC(=O)c1ccc(Cl)cc1` gave PKA-R1A act -17, OPRM1-OPRD1 ag -2.9, PfHsp90 set2 -16, DSG3 Ab inh 106, SUMO Mot1 rescue -23, AddAB inh -0.2, Ecoli viability -2.4, phage Ecoli inh -0.4, MOR-DOR inv ag 13, Tat transport -5 and Arrestin-AP2 inh 10.
Screening COC(=O)/C=C1\NC(=O)C(C)S1 (centres undefined) returned PKA-R1A act -17, OPRM1-OPRD1 ag -3.1, PfHsp90 set2 -5, DSG3 Ab inh 98, SUMO Mot1 rescue -4, AddAB inh 1.4, Ecoli viability -0.4, phage Ecoli inh 3.5, MOR-DOR inv ag 16, Tat transport -8 and Arrestin-AP2 inh -25.
`O=C(CN1C(=O)c2cccc3cccc1c23)NCC1CCCO1` (centres undefined) gave PKA-R1A act 0, OPRM1-OPRD1 ag -2.1, PfHsp90 set2 28, DSG3 Ab inh 106, SUMO Mot1 rescue 0, AddAB inh 0.8, Ecoli viability -1.9, phage Ecoli inh 5.3, MOR-DOR inv ag 10, Tat transport 7 and Arrestin-AP2 inh -1.
For O=S(=O)(/N=C(/Nc1cccc2ccccc12)c1ccccc1)c1ccccc1 the results were PKA-R1A act -1, OPRM1-OPRD1 ag -0.2, PfHsp90 set2 18, DSG3 Ab inh 101, SUMO Mot1 rescue -2, AddAB inh 0.3, Ecoli viability 1.6, phage Ecoli inh 1.0, MOR-DOR inv ag 2, Tat transport 5 and Arrestin-AP2 inh 7.
For Cc1nc2oc3ccc(F)cc3c(=O)c2cc1C(=O)O the results were PKA-R1A act -4, OPRM1-OPRD1 ag -2.1, PfHsp90 set2 9, DSG3 Ab inh 99, SUMO Mot1 rescue -18, AddAB inh -2.2, Ecoli viability -0.4, phage Ecoli inh 0.2, MOR-DOR inv ag 10, Tat transport -6 and Arrestin-AP2 inh 30.
COc1ccc(Nc2ccc3ccccc3c2)cc1 was read as PKA-R1A act -9, OPRM1-OPRD1 ag 10, PfHsp90 set2 -39, DSG3 Ab inh 102, phage Ecoli inh 2.7, MOR-DOR inv ag -49, Tat transport -3 and Arrestin-AP2 inh 39.
For O=C(O)CC1CCC(=C(Cl)Cl)C1 (centres undefined) the results were PKA-R1A act -8, OPRM1-OPRD1 ag -3.2, PfHsp90 set2 21, DSG3 Ab inh 97, SUMO Mot1 rescue 117, AddAB inh -1.6, Ecoli viability -1.2, phage Ecoli inh -1.3, MOR-DOR inv ag 19, Tat transport -6 and Arrestin-AP2 inh 0.
Screening Cc1ccc(NC(=O)c2sc3nc4c(c(-c5ccco5)c3c2N)CCC4)cc1 returned PKA-R1A act -2, OPRM1-OPRD1 ag 0.8, PfHsp90 set2 -49, DSG3 Ab inh 96, SUMO Mot1 rescue 7, AddAB inh 2.4, Ecoli viability -1.7, phage Ecoli inh 1.3, MOR-DOR inv ag -5, Tat transport 2 and Arrestin-AP2 inh 33.
For CC(=O)c1ccc(S(=O)(=O)NCCC(=O)NCCc2c[nH]c3ccccc23)cc1 the results were PKA-R1A act -4, OPRM1-OPRD1 ag 3.5, PfHsp90 set2 7, DSG3 Ab inh 102, SUMO Mot1 rescue 21, AddAB inh 1.3, Ecoli viability 0.7, phage Ecoli inh -0.3, MOR-DOR inv ag -14, Tat transport -9 and Arrestin-AP2 inh -15.
`COc1cccc(N2CC(C(=O)NCc3n[nH]c(=O)c4ccccc34)CC2=O)c1` (centres undefined) gave PKA-R1A act -2, OPRM1-OPRD1 ag -1.3, PfHsp90 set2 23, DSG3 Ab inh 100, phage Ecoli inh 3.4, MOR-DOR inv ag 8, Tat transport 0 and Arrestin-AP2 inh 11.
O=C(N/N=C\c1ccc(CN(Cc2ccc(Cl)cc2)S(=O)(=O)c2ccccc2)o1)C(=O)Nc1ccc(F)cc1 was read as PKA-R1A act -5, OPRM1-OPRD1 ag -1.5, PfHsp90 set2 -39, DSG3 Ab inh 107, SUMO Mot1 rescue 40, AddAB inh 1.8, Ecoli viability -2.4, phage Ecoli inh 0.8, MOR-DOR inv ag 6, Tat transport 0 and Arrestin-AP2 inh -1.
`Cc1cc2cc(C)c(NCCNC(=O)c3ccccc3)nc2cc1C` gave PKA-R1A act -11, OPRM1-OPRD1 ag 3.3, PfHsp90 set2 -5, DSG3 Ab inh 87, SUMO Mot1 rescue 83, AddAB inh 2.7, Ecoli viability 0.1, phage Ecoli inh 2.7, MOR-DOR inv ag -22, Tat transport 1 and Arrestin-AP2 inh 6.
Screening COc1ccc(CN(C)C(=O)c2cccc(S(=O)(=O)N3CCc4ccccc43)c2)c(OC)c1 returned PKA-R1A act -11, OPRM1-OPRD1 ag 0.8, PfHsp90 set2 -16, SUMO Mot1 rescue -7, AddAB inh 2.1, Ecoli viability 0.2, phage Ecoli inh 0.5, MOR-DOR inv ag -3, Tat transport 14 and Arrestin-AP2 inh 5.
`CC1(C)CC(=O)N(CC(=O)NCc2ccccc2)c2ccccc2S1(=O)=O` gave PKA-R1A act 5, OPRM1-OPRD1 ag -2.4, DSG3 Ab inh 101, SUMO Mot1 rescue 198, AddAB inh 1.9, Ecoli viability -0.9, phage Ecoli inh 1.8, MOR-DOR inv ag 12, Tat transport -1 and Arrestin-AP2 inh 12.
`CCOC(=O)NC(=O)CSc1nc(-c2ccc(C)c(C)c2)cn1-c1ccccc1` gave PKA-R1A act -14, OPRM1-OPRD1 ag 3.1, PfHsp90 set2 -34, SUMO Mot1 rescue 0, AddAB inh -0.2, Ecoli viability -0.8, phage Ecoli inh 3.1, MOR-DOR inv ag -17, Tat transport 8 and Arrestin-AP2 inh 42.
Screening Cc1cccc(CCNC(=O)C2CCC(=O)N(Cc3ccc(Cl)cc3)C2)n1 (centres undefined) returned PKA-R1A act -3, OPRM1-OPRD1 ag -0.7, PfHsp90 set2 7, DSG3 Ab inh 100, SUMO Mot1 rescue 8, AddAB inh 5.3, Ecoli viability 0.6, phage Ecoli inh 0.2, MOR-DOR inv ag 4, Tat transport 2 and Arrestin-AP2 inh -1.
`C=CCSc1nc(Cc2ccc(Cl)cc2)nc2ccccc12` gave PKA-R1A act 10, OPRM1-OPRD1 ag -0.4, PfHsp90 set2 2, DSG3 Ab inh 99, AddAB inh 1.3, Ecoli viability -1.4, phage Ecoli inh -0.9, MOR-DOR inv ag 2, Tat transport -1 and Arrestin-AP2 inh 5.
`COC(=O)C(Cc1ccccc1)NS(=O)(=O)c1ccccc1Br` (centres undefined) gave PKA-R1A act -9, OPRM1-OPRD1 ag -3.3, PfHsp90 set2 10, DSG3 Ab inh 102, SUMO Mot1 rescue 20, AddAB inh 1.4, Ecoli viability -1.4, phage Ecoli inh 0.9, MOR-DOR inv ag 19, Tat transport 0 and Arrestin-AP2 inh 0.
`CCCCOc1ccc(Cc2c(O)nc(SC)[nH]c2=O)cc1` gave PKA-R1A act 3, OPRM1-OPRD1 ag -1.7, PfHsp90 set2 -12, DSG3 Ab inh 103, SUMO Mot1 rescue 2, AddAB inh 4.1, Ecoli viability 4.2, phage Ecoli inh 2.9, MOR-DOR inv ag 9, Tat transport -2 and Arrestin-AP2 inh -2.
Screening COC(=O)c1oc2ccc(Br)cc2c1NC(=O)CN1CCN(C)CC1 returned PKA-R1A act 0, OPRM1-OPRD1 ag -3.0, PfHsp90 set2 10, DSG3 Ab inh 104, SUMO Mot1 rescue 19, AddAB inh -0.9, Ecoli viability -1.8, phage Ecoli inh 5.0, MOR-DOR inv ag 14, Tat transport -6 and Arrestin-AP2 inh -13.
O=C(CN1CCC(NC(=O)C2CCCCC2)CC1)Nc1ccccc1 was read as PKA-R1A act -17, OPRM1-OPRD1 ag -1.7, PfHsp90 set2 -4, DSG3 Ab inh 100, phage Ecoli inh -3.3, MOR-DOR inv ag 9, Tat transport -3 and Arrestin-AP2 inh -1.
Screening COc1ccc(OCCCC(=O)OC(C)C(=O)Nc2ccccc2[N+](=O)[O-])cc1 (centres undefined) returned PKA-R1A act -1, OPRM1-OPRD1 ag -0.6, PfHsp90 set2 5, DSG3 Ab inh 100, SUMO Mot1 rescue 0, AddAB inh -0.3, Ecoli viability 0.7, phage Ecoli inh 0.9, MOR-DOR inv ag 4, Tat transport -2 and Arrestin-AP2 inh 31.
